Screening results as filed in PubChem BioAssay.
GAA inh – qHTS Assay for Inhibitors of Human alpha-Glucosidase as a Potential Chaperone Treatment of Pompe Disease; Lysosomal alpha-glucosidase (Homo sapiens), P10253; purified human GAA, 4-MU-alpha-glucoside fluorescence; Potency, µM (titrated, usually from 76.9 µM), inactives show at the top dose activity change, negative = inhibition, actives largely listed as inhibitors; 0.005% of 200,000 active; AID 1466, 2008;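 also: plate controls were uninhibited enzyme wells for no effect and no-enzyme background for full effect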
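Fluorogenic assay: 4 nM human alpha-glucosidase with 400 uM 4-methylumbelliferyl-alpha-D-pyranoside in 50 mM citrate/phosphate, 0.005% Tween-20, pH 5.0, 20 min at room temperature. Compounds tested up to 77 uM; AC50 from Hill fits.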
aGal spleen mod – qHTS Assay for Inhibitors and Activators of Human alpha-Galactosidase From Spleen Homogenate. Alpha-galactosidase A (Homo sapiens), P06280. human spleen homogenate, 4MU-alpha-Gal fluorescence, 40 min. Potency, µM (top dose mostly 80 µM), for the others: top-dose activity change, negative = inhibition, most hits filed as inhibitors. 0.008% of 240,000 active;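 also: 0% = enzyme with vehicle and -100% = no enzyme basal signal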
Target sequence (P06280 32-429 limits assumed): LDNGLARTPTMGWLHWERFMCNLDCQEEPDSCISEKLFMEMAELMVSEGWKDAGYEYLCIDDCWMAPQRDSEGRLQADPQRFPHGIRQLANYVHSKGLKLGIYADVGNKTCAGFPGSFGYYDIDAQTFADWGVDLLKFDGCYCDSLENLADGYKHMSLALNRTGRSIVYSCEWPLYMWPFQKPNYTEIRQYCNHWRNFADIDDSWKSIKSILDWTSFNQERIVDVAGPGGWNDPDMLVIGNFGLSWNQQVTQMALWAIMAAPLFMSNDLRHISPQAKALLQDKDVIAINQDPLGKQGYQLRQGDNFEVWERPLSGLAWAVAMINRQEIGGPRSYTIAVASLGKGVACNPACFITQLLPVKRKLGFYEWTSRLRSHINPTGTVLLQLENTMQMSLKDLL
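Human spleen homogenate (1 ug) as enzyme source, 4-methylumbelliferyl-alpha-D-galactopyranoside 1 mM final, citrate/phosphate pH 5.0 with 0.01% Tween-20. Compounds 40 min at 37C, NaOH/glycine stop; fluorescence Ex 365/Em 440, Hill-fit AC50.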
GAA glycogen – qHTS Assay for Inhibitors and Activators of Human alpha-Glucosidase Cleavage of Glycogen; Lysosomal alpha-glucosidase (Homo sapiens), P10253; 0.38% of 300,000 active; Potency, µM (highest dose often 76.4 µM), inactives show top-dose activity change, negative = inhibition, usual class: inhibitors; recombinant GAA, glycogen substrate, Amplex Red glucose oxidase fluorescence;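 also: 0% = full enzyme reaction and -100% = no-enzyme basal signal; the screen sought inhibitors and activators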
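Recombinant human enzyme (4 nM); glycogen substrate; 37 C, 40 min, pH 5.0. Readout: coupled glucose oxidase/Amplex Red fluorescence.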
aGlu spleen mod – qHTS Assay for Inhibitors and Activators of Human alpha-Glucosidase From Spleen Homogenate. human spleen homogenate, 4-MU-alpha-glucoside fluorescence. Potency, µM (series often up to 79.9 µM), for inactives: top-dose activity change, negative = inhibition, actives largely listed as inhibitors. 0.006% of 240,000 active. AID 2112, 2009;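 also: 0% = enzyme with vehicle and -100% = no enzyme basal signal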
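Human spleen homogenate (1 ug) with 4-methylumbelliferyl-alpha-D-glucopyranoside (1 mM final) in 50 mM citrate/phosphate pH 5.0, 0.01% Tween-20; 40 min at 37 C. Stopped at pH 10; 4-MU fluorescence Ex 365/Em 440 nm; AC50 by Hill fit.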
NPSR antagonist – qHTS Assay for Antagonists of the Neuropeptide S Receptor: cAMP Signal Transduction | CHO-NPSR cells, cAMP TR-FRET, antagonist mode | Potency, µM (highest dose often 38.3 µM), inactives show at the top dose activity change, negative = inhibition, usual class: inhibitors | 1% of 220,000 active; also: % is scaled to controls: 0 for no effect and ±100 for the full control effect; nearly all actives have a fitted effect of over 50% in size; many of its hits are not listed in these tables
Tau fluor cs – Counterscreen qHTS for Inhibitors of Tau Fibril Formation, Fluorescence Polarization. tau K18 P301L (four-repeat tau fragment) Alexa594 fluorescence, heparin fibrillization. Potency, µM (top dose mostly 57.7 µM), for the others: top-dose activity change, negative = decrease. 0.93% of 280,000 active; also: % is scaled to controls: 0 for no effect and ±100 for the full control effect; nearly all actives have a fitted effect of over 55% in size
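Human K18 P301L tau (15 uM unlabeled plus 0.24 uM Alexa 594-labeled, final) in 100 mM sodium acetate pH 7 was mixed with compound and 20 uM heparin and incubated 6 hr at 37 C.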
Epigenetic derep – Quantitative High-Throughput Screen for Regulators of Epigenetic Control; murine LDR cells, GFP reporter derepression, 30 h; Potency, µM (series often up to 53.9 µM), for inactives: at the top dose GFP activation, most hits filed as activators; 0.2% of 280,000 active; AID 1865, 2009; also: % of control where 0% means no effect; nearly all actives have a fitted effect of over 60% in size
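Derepression of a silenced CMV-GFP reporter in murine LDR cells is scored by enumerating GFP-positive cells with a laser-scanning microplate cytometer after 30 hours of treatment at 37 C.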
ALDH1A1 inh – qHTS Assay for Inhibitors of Aldehyde Dehydrogenase 1 (ALDH1A1). Aldehyde dehydrogenase 1A1 (Homo sapiens), P00352. Purified ALDH1A1, NADH fluorescence, propionaldehyde substrate. Potency, µM (top dose mostly 75.3 µM), inactives show at the highest dose activity, negative = inhibition, usual class: inhibitors. 7.3% of 220,000 active. AID 1030, 2008; active = well fitted inhibition curve with a large enough effect, not every such curve was filed as active; inconclusive = small, poorly fitted or top-dose-only effect, or another doubt; inactive = no such curve, though single readings can be large or run the other way;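 also: plate controls were no enzyme wells and a reference inhibitor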
Target sequence (P00352 whole entry, looked up): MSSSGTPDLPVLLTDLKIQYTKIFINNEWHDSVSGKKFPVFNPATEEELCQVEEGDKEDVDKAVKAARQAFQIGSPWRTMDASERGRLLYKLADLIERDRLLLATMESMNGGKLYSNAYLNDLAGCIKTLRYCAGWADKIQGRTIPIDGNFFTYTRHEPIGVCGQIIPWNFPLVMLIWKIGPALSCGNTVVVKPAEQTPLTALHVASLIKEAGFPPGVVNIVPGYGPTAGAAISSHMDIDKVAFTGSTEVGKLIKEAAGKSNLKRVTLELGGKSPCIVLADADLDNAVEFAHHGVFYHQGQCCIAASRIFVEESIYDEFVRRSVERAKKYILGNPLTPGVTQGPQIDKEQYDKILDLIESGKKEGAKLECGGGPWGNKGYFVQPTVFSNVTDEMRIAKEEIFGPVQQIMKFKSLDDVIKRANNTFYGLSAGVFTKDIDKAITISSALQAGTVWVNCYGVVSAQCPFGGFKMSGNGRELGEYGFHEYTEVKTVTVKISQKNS
* marks the source's active call; other numbers are inactive results; ? = inconclusive; nt = no result given; & = joins results of further samples; [ ] = dose if it differs, or a comment. Unless noted, calls follow the shape of the dose curve; as a rule, active = well fitted curve in the direction sought with a large enough effect; inconclusive = small, poorly fitted or top-dose-only effect, or another doubt; inactive = no such curve, though single readings can be large; an effect the other way counts as inactive or inconclusive. Potency is read from the fitted curve at half-maximal effect. Some of the compounds tested; rates above refer to the full screens.

Compound | GAA inh | aGal spleen mod | GAA glycogen | aGlu spleen mod | NPSR antagonist | Tau fluor cs | Epigenetic derep | ALDH1A1 inh
Cc1cc(NC(=O)CSc2ccccc2)no1 | -7% | -1% | -2% | 2% | -2%[46.1 µM] | -5% | 1.6% | 5%
CCn1ncc(CNC(=O)C2(C)CC2(Br)Br)c1C (stereo unspecified) | 4% | 1% | 7% | 4% | 10% | 3% | 0.1% | 7%
O=[N+]([O-])c1ccc(-c2nc(NCc3ccccc3)c3ccccc3n2)cc1 | 3% | -1% | 12% | -2% | -3% | -22% | 1.0% | -4%
O=C(CSc1ccccn1)Nc1ccc(N2CCOCC2)cc1 | -5% | -4% | -10% | 0% | -2% | -11% | 1.0% | ?
CCOc1ccc(-n2c(C)c(C(C)=O)c(C(C)=O)c2C)cc1 | ? | -2% | -3% | -5% | 5%[46.1 µM] | -4% | -7.6% | 22µM*
O=C(NC1CCCCC1)N1CCN(c2ncccn2)CC1 | -9% | 2% | 7% | 0% | -4%[46.1 µM] | 3% | -6.9% | -6%
CC(C)C[C@H](NC(=O)Nc1ccc2c(c1)OCCO2)C(=O)O | nt | 0% | 5% | 7% | 0% | -4% | 0.0% | nt
COc1ccc(/C=C2\C(=O)N(Cc3ccc(F)cc3)CC(=O)N2Cc2ccccc2)cc1 | -4% | 0% | -3% | -7% | ? | -20% | -0.9% | -1%
CCOc1ccc(-c2cn3ccccc3n2)cc1 | 0% | -4% | 9% | 0% | 2% | 5% | 3.3% | ?
O=C(Oc1ccc2c(=O)c(Cl)coc2c1)c1ccncc1 | 2% | 13% | -6% | 6% | 14%[46.1 µM] | -1% | 0.0% | ?
CNC(=O)c1[nH]cnc1C(=O)Nc1ccccn1 | -3% | 7% | -2% | -9% | 13% | 9% | -1.1% | ?
O=C(Nc1ccc(S(=O)(=O)N2CCCC2)cc1)c1ccc2c(=O)n3c(nc2c1)CCCCC3 | ? | 7% | -1% | 9% | 2% | -1% | 0.0% | ?
O=[N+]([O-])c1cc(S(=O)(=O)CCCN2CCOCC2)ccc1F | 11% | 1% | -8% | 5% | ? | -27% | -5.9% | -2%
NC1=NC(=O)/C(=C\c2ccco2)S1 | nt | -4% | -1% | -9% | -6% | ? | 1.1% | nt
COC(=O)[C@H](Cc1ccccc1)NC(=O)N1CCCCC1 | nt | -22% | -2% | 5% | 13% | 5% | -0.1% | nt
CCc1ccc(C2C3=C(CC(C)(C)CC3=O)OC3=C2C(=O)CC(C)(C)C3)cc1 | 6% | 6% | 0% | -4% | ? | -1% | 0.0% | 1%
O=C(CCNC(=O)c1ccccc1Cl)OCC(=O)c1ccccc1 | 1% | 1% | -16% | 1% | 17% | -3% | -1.3% | ?
NC(CO)C(=O)NNCc1ccc(O)c(O)c1O (stereo unspecified) | 5%[15.4 µM] | -14%&16%&4% | ? | -6%&-9%&0% | ? | ? | -3.0%&-1.2%&2.2% | 3.4µM*
O=C(CSc1ccccc1Cl)N1CCC(c2nc3ccccc3s2)CC1 | -7% | 4% | 12% | -3% | -19%[46.1 µM] | -16% | -1.7% | 13µM*
Cn1c(C(=O)NCC2CCCO2)cc2c(=O)n(C)c3ccccc3c21 (stereo unspecified) | 3% | 0% | -3% | -7% | -4%[46.1 µM] | -1% | 0.0% | ?
COc1ccc([N+](=O)[O-])cc1NC(=O)Cn1ccsc1=N | -12% | -9% | -7% | -3% | -5%[46.1 µM] | -3% | 1.1% | 3%
Fc1ccc(/C=N/NC(=S)Nc2ccc(Cl)cc2Cl)cc1 | nt | -20% | -11% | -19% | -14% | 0% | -0.3% | nt
COc1cc(OC)c(C2CC(=O)N3CN(c4ccc(C)cc4)CSC3=C2C#N)cc1OC (stereo unspecified) | -3% | -10% | -9% | -16% | -20%[46.1 µM] | -28% | 0.0% | 7.9µM*
COc1ccc(C)cc1NCc1cc(=O)oc2cc(-c3ccccc3)c(O)cc12 | 0% | 4% | -6% | -3% | -26% | ? | 2.9% | 4%
C=CCn1c(=O)c(C#N)cc2c(=O)n3ccccc3nc21 | ? | ? | -2% | ? | -4%[46.1 µM] | 0% | 0.0% | ?
Cn1ncc(N=Cc2ccccc2)c1C(=O)Nc1cccc(Cl)c1 | ? | 1% | -11% | -3% | -3%[46.1 µM] | -18% | 0.0% | 2%
Cc1ccc(C)c(N=Nc2nc3ccccc3n2C)c1 | -4% | -1% | -2% | -10% | -24%[46.1 µM] | ? | -1.8% | 9%
COc1ccc(N/C(=N\c2nc(C)cc(C)n2)NC(C)=O)cc1OC | -24% | -1% | -4% | -4% | -6%[46.1 µM] | -7% | -0.9% | 12%
CCOc1ccc(N2C(=O)NC(Cc3c[nH]c4ccccc34)C2=O)cc1 (stereo unspecified) | -1% | -6% | -8% | -9% | ? | -7% | 2.2% | -1%
COc1cc2c(cc1OC)C(C)N(C(=S)NC(=O)c1ccccc1)CC2 (stereo unspecified) | 14% | -5% | -5% | -7% | -2% | -8% | 0.9% | ?
O=C(Cc1ncc(C(F)(F)F)cc1Cl)NCc1ccco1 | 2% | -5% | -7% | -5% | -2% | 6% | -0.3% | 5%
CCN(CC)CCCN=Cc1c(O)n(-c2ccccc2C)c(=O)c2ccccc12 | nt | 8% | 11% | 1% | -18% | -6% | 1.0% | nt
COc1ccc(C(=O)Cc2nnc(C)s2)c(OC)c1 | -5% | -1% | 2% | -5% | 2% | -9% | -0.9% | 14%
Cc1ccc(CSc2nc3ccsc3c(=O)n2Cc2ccccn2)cc1 | 1% | -2% | 3% | -10% | -39% | -7% | 2.4% | -15%
CC(=O)Nc1cccc2c1[n+]([O-])c(C)c(C)[n+]2[O-] | 0% | 10% | -13% | 2% | -6%[46.1 µM] | 1% | 0.9% | 11%
CN1CCN(C(=O)c2ccc(CN(c3ccccc3)S(=O)(=O)c3ccccc3)cc2)CC1 | 7% | 1% | 15% | -4% | -5% | -4% | -0.1% | 11%
COc1ccc(NC(=S)NCc2ccc(S(N)(=O)=O)cc2)cc1OC | -2% | -28% | 1% | -12% | 1% | -15% | 3.2% | 14%
Cc1cccc(Oc2nc(-c3ccncc3)nc3ccccc23)c1 | 0%[15.4 µM] | 4% | -5% | 3% | 26% | -26% | 1.6% | -14%
O=C(C1=C(c2ccccc2)C(=O)c2ccccc2C1=O)c1ccccc1 | -6% | 2% | -13% | 3% | ? | 0% | -1.0% | ?
COc1ccc(C2c3ccc(O)cc3Oc3ncn(Cc4ccco4)c(=N)c32)cc1OC (stereo unspecified) | nt | -3% | 0% | -7% | -23% | -8% | 2.3% | nt
CCCNC(=O)NC(=O)COC(=O)c1oc2ccc(OCC)cc2c1C | 0% | -4% | 1% | -1% | -14%[46.1 µM] | -7% | 2.1% | 1%
CCn1c(O)c(C=NC2CCCC2)sc1=S | -6% | 2% | 5% | 3% | 25%[46.1 µM] | -23% | -0.8% | ?
Clc1ccc(-c2n[nH]c3c2Cc2ccccc2-3)cc1Cl | nt | -4% | 4% | 7% | 8% | -5% | 0.0% | nt
COC(=O)CC1C(=O)NCCN1C(=O)CSc1nnnn1-c1ccc(OC)cc1 (stereo unspecified) | -1% | 4% | 4% | -1% | 26% | -11% | -1.1% | 6%
Cc1ccc2nc(-c3ccc(NC(=O)COC(=O)c4ccc([N+](=O)[O-])o4)cc3)sc2c1 | 0% | 10% | 2% | 10% | 0% | ? | 5.7% | ?
O=c1cc(-c2ccccc2Cl)oc2c(NS(=O)(=O)c3cc(Cl)cc(Cl)c3O)ccc(O)c12 | -10% | 5%&22% | ? | -3%&6% | -35% | ? | -3.1%[40.7 µM] | 10µM*
O=C(CSc1ncc(C(F)(F)F)cc1Cl)N1CCN(S(=O)(=O)c2ccc3ccccc3c2)CC1 | -16% | -8% | -26% | -6% | -13%[46.1 µM] | -15% | -1.0% | 0%
CC(C)c1cccc(C(C)C)c1NC(=O)COC(=O)c1ccc(OCC(=O)Nc2cccc(C(F)(F)F)c2)cc1 | 7% | -2% | 8% | -3% | -27% | -20% | 0.0% | 4%
O=C1CC(C2CCCO2)C(=O)N1Cc1ccccc1 (stereo unspecified) | -18% | 3% | -1% | -5% | -15%[46.1 µM] | -7% | 7.7% | ?
CC(C)CC(c1nnnn1Cc1cccs1)N1CCN(c2nc3ccccc3s2)CC1 (stereo unspecified) | 2% | 10% | -10% | 6% | -24%[46.1 µM] | 5% | -3.0% | 4%

(next part)
Compound | GAA inh | aGal spleen mod | GAA glycogen | aGlu spleen mod | NPSR antagonist | Tau fluor cs | Epigenetic derep | ALDH1A1 inh
CCN(CC)S(=O)(=O)c1ccc(OC)c(NC(=O)CSc2cc(C)ccc2C)c1 | -16% | -7% | 5% | 2% | -24% | -18% | ? | ?
Cc1ccc2nnc(Cl)n2n1 | 6% | -1% | 6% | -21% | -3%[46.1 µM] | -7% | 0.4% | -11%
CCCc1nnc(SCC(=O)N2CCCC(C)C2)n1CCOC (stereo unspecified) | 7% | 7% | 1% | 4% | 8% | -11% | 0.0% | 0%
Cc1nn(-c2ccccc2)c(N)c1C1(O)C(=O)N(C(C)C)c2ccccc21 (stereo unspecified) | 6% | -1% | 10% | 3% | 11% | -13% | 1.0% | ?
Nc1nc(OCc2ccccc2)c2[nH]cnc2n1 | nt | -1% | nt | 2% | 9%[46.1 µM] | -8% | 2.2% | 0%
CSc1nc2ccc(NC(=O)c3c(F)cccc3F)cc2s1 | 1% | -10% | 2% | -6% | -31% | -11% | -7.9% | 2%
COc1ccc(-c2nc3c(c4c2C[C@H](c2ccccc2)OC4)CN(C(=O)c2cc(I)ccc2F)CC3)c(C)c1 | nt | 7%[17.5 µM] | nt | 8%[17.4 µM] | nt | 6%[11.6 µM] | nt | 1.1µM*
CCOC(=O)c1nc(Nc2ccc(C(C)=O)cc2)c2ccccc2n1 | nt | -1% | 13% | 3% | 4% | -19%&-16% | -1.2%&0.9% | ?
